KDM5B inhibitor = KDM5B demethylase inhibition; Q9UGL1; KDM5B demethylase, FDH-coupled NADH fluorescence (FDH is formaldehyde dehydrogenase); Potency, µM (doses to about 57.7 µM), for inactives: top-dose activity change, negative = inhibition, actives largely listed as inhibitors; 2.6% of 220,000 active; active = well fitted inhibition curve with a large enough effect; inconclusive = small, poorly fitted or top-dose-only effect; inactive = no such curve, though single readings can be large or run the other way; also: 0% is about no effect; nearly all actives have a fitted effect of over 70% in size
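Inhibition is measured as reduced NADH fluorescence generation from FDH coupling to formaldehyde release. Truncated KDM5BΔAP at 200 nM final acts on H3K4me3 peptide (12.5 µM in substrate mix) in pH 7.5 HEPES buffer with Tween-20, 30 min, room temperature.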
* marks the source's active call; other numbers are inactive results; i = inactive; ? = inconclusive; & = joins results of further samples; [ ] = remark or other dose. Potency is read from the fitted curve at half-maximal effect. These rows are one share of the data; the hit share may differ from the screen's.

cpd	SMILES	KDM5B inhibitor
1	COc1ccccc1C(=O)NC1CC(=O)N(Cc2cccc(F)c2)C1 (stereo not given)	20.5%
2	COc1ccccc1CNC(=O)c1cc2c(N3CCCC3)nc(C)cn2n1	28.2µM*
3	CCOC(=O)c1cc(Cc2ccccc2)sc1NC(=O)c1c(C)noc1C	-15.1%
4	Cc1ccc(C(=O)N2CCCC(c3nc(CCOCC4CCCC4)no3)C2)cn1 (stereo not given)	12.8%
5	COc1ccccc1CN1CC[C@@H]2OCC(=O)N(C(C)C)[C@H]2CC1	?
6	O=C(/C=C/c1ccc(Cl)cc1Cl)Nc1ccc(-c2ccccc2)cc1	-2.2%
7	O=C(Cc1cccc(Cl)c1)NCc1c[nH]c2ncccc12	-10.3%[86.2 µM]
8	CCN(CC)c1ccc(/C=N/Nc2nc(C)cc(C)n2)cc1	3.3%
9	Cc1ccccc1NC(=O)CSc1cn(CC(=O)N2CCCCCC2)c2ccccc12	-8.0%
10	O=C1NCCCc2[nH]c(CCSCc3ccc(Cl)cc3)nc21	-4.9%
11	Cc1nc2c(c(-c3ccc(O)cc3)n1)CN(C(=O)c1ccc(C(F)(F)F)cc1)CC2	47.1%[activator]
12	CCCC(=O)C1=C(O)C(C(=O)OC)C(C)(C)CC1=NCCCCCC(=O)O (stereo not given)	9.2%
13	Cc1cc(C[C@@H]2COC[C@@H]2NC(=O)c2c(C)cc(C)n(C)c2=O)on1	-19.8%
14	Cc1noc2c(NC3CCN(C)CC3)cc(-c3ccccn3)nc12	-14.5%[86.2 µM]
15	CCN(CC)S(=O)(=O)c1cc(NC(=O)c2[nH]c(C)c(C(=O)OC)c2C)ccc1C	14.6%
16	O=S(=O)(NCC1(COc2ccc(C(F)(F)F)cn2)C[C@@H](O)[C@@H](O)C1)c1ccc(F)cc1 (stereo not given in full)	-16.8%
17	CCCN1CCC2(CCN(C(=O)Nc3ccccc3)CC2)Oc2ccccc21	-20.6%
18	CCc1ccc(CNC(=O)c2cc(Cl)c(NC(=O)C3=C(C)OCCS3)cc2OC)cc1	9.6%
19	CCCCOC(=O)COc1ccc2c(=O)c(Oc3ccc(OC)cc3)c(C(F)(F)F)oc2c1	0.0%
20	Clc1ccc(-c2ccn[nH]2)cc1	-4.2%
21	COc1cccc(C(=O)NC2CCCN(c3nc4ncccc4o3)C2)c1 (stereo not given)	-26.4%
22	CCOC(=O)c1cc(NC(=O)c2ccc(F)cc2)c(=O)n2c1oc1ccc(Cl)cc12	-14.6%
23	Cc1ccc(N2Cc3c(ncnc3N3CCN(C)CC3)N(C)CC2=O)cc1	-4.7%
24	O=C(NCCN1CCOC1=O)c1cn(Cc2ccccc2C(F)(F)F)nn1	-4.3%
25	O=C(C[C@@H]1C[C@H]2O[C@H](CNC(=O)N3CCOCC3)[C@@H](O)[C@H]2O1)N1CCOCC1	-5.5%[86.2 µM]
26	CC(C)c1nncn1C1CCN(S(=O)(=O)Cc2ccc(Cl)cc2)CC1	21.8%
27	O=C(Nc1ccc([C@@H](O)[C@H]2COCC(=O)N2Cc2ccc(F)cc2)cc1)c1ccccc1	27.3%[86.2 µM]
28	CCS(=O)(=O)c1nc(S(=O)(=O)c2ccc(Cl)cc2)c(NCc2ccccc2Cl)s1	-11.4%
29	O=C(NCCNC(=O)c1cc(-c2ccccc2)nc2ccccc12)c1ccco1	29.0%
30	CN(C)c1ccc(C(=O)N2CCN(S(C)(=O)=O)[C@H](C(=O)N[C@@H](CC3CCCCC3)C(N)=O)C2)cc1	16.0%
31	CC1C(c2cccs2)=[N+]([O-])C(C)(c2ccc(Cl)cc2)N1O (stereo not given)	11.9%
32	O=C(CCn1ccc2cc(S(=O)(=O)N3CCCCC3)ccc21)N1CCOCC1	7.1%
33	CN(C)c1ccc(/C=N/NC(=O)CCCCCNC(=O)c2ccccc2)cc1	?
34	Cc1ccc2nc(CSc3nnc(N4CCCCC4)n3-c3ccccc3)cn2c1	-0.3%
35	Cc1ccc(Nc2c(-c3ccc(N4CCOCC4)cc3)nc3c(C)cccn23)cc1	?
36	COc1ccc(F)c(-c2nc(CN(C)C(C)c3cccs3)c(C)o2)c1 (stereo not given)	-24.1%
37	COc1ccccc1C(=O)Nc1ccnn1C1CCN(C(=O)[C@@H](N)CO)CC1	-7.1%
38	O=C1CC(C(=O)N2CCc3nc(-c4ccccc4)[nH]c3C2)C2(CCCCC2)O1 (stereo not given)	?
39	COc1ccc(CCNC(=O)c2c(O)c3ccccc3[nH]c2=O)cc1OC	?
40	CCOc1ccc2c(n1)CCN(C(=O)C1CC1)C2	6.8%
41	O=C(COc1ccccc1)Nc1ccc2n(c1=O)C[C@H]1C[C@@H]2CN(C(=O)c2ccccn2)C1	?
42	COc1ccccc1NC(=O)N1CCC(Cc2ccccc2)CC1	11.2%
43	CCN(CC)CCCNC(=O)C1CCN(S(=O)(=O)CC)CC1	-13.5%
44	CCCNc1c(NS(=O)(=O)c2ccc3[nH]c(=O)oc3c2)c(=O)oc2ccccc12	4.4%
45	Cc1nn(-c2cccc(Br)c2)c(C)c1[C@@H]1C=C[C@@H](NC(=O)CC2(CC(=O)O)CCCC2)C1	-9.6%
46	O=C1NCCCCCCN(S(=O)(=O)c2ccccc2)[C@H]2CCC[C@@H]12	-4.5%
47	Cc1cccc(NC(=O)C2COc3ccccc3O2)n1 (stereo not given)	15.5%
48	O=C(NCc1cccnc1)C1CN(S(=O)(=O)c2ccccc2)CC12CCCCC2 (stereo not given)	-11.4%
49	Cc1cc(=O)oc2cc(OC(C)C(=O)Nc3ccc(N4CCCCC4)cc3)ccc12 (stereo not given)	-2.2%
50	COc1ccc(CN2C(=O)[C@@H]3C[C@@H](O)CN3C3(CN(C4CCOCC4)C3)C2=O)cc1	-13.1%[86.2 µM]
51	O=C(c1ccncc1)N1CCC(N2C(=O)C3(CCCCC3)C2c2ccncc2)CC1 (stereo not given)	20.0%
52	CCc1cc2c(cc3c(=O)n(CC(=O)NC(C)c4ccccc4)ncn32)s1 (stereo not given)	-12.0%
53	O=C(OCCOc1ccccc1F)c1n[nH]c(=O)c2ccccc12	-1.9%
54	Cc1ccc(-n2c(SCC(=O)Nc3c(C)cccc3C)nc(O)c(C)c2=O)cc1	20.5%
55	CC(COc1cc(F)cc(F)c1)CN1CCC(C(O)(c2ccccc2)c2ccccc2)CC1 (stereo not given)	37.8%[activator]
56	CC(=O)c1ccc(NC(=O)CC2Oc3ccc(C)cc3NC2=O)cc1 (stereo not given)	-19.2%
57	COc1cccc(CNC(=O)c2ccc(Cn3ccn4nc5c(c4c3=O)CCCC5)cc2)c1	?
58	COc1cc(C(C)=O)ccc1OCc1c(F)cccc1Cl	22.1%
59	COc1cc(=O)n2c(c1C(=O)Nc1ccc(C)cc1)CCCC2	-19.0%
60	Cc1ccccc1CN(C)C(C)C(=O)NCc1cccs1 (stereo not given)	13.5%

Continued:
cpd	SMILES	KDM5B inhibitor
61	CCc1ccc(NC(=O)c2ccc3c(=O)n4nc(Nc5ccccc5C)sc4nc3c2)cc1	-30.3%
62	CSc1ncccc1C(=O)Nc1cccc(C)n1	21.8%
63	CC(NC(=O)CCc1ncc(-c2ccc(Cl)cc2)o1)c1ccc2c(c1)NC(=O)CO2 (stereo not given)	5.8%
64	c1cc(-c2noc([C@@H]3CCCN3C3CCC3)n2)cc(N2CCOCC2)n1	35.5µM*
65	CC(C)CC1NC(=O)N(CC(=O)N(C)C2CCCCC2)C1=O (stereo not given)	10.4%
66	COc1ccc(NC(=O)N2CCc3c(C(=O)NCCCN4CCCC4=O)cccc32)cc1	-15.0%
67	O=C([C@@H]1C[C@H](Oc2ccccc2)CN1C(=O)C1CC1)N1CCCC1	-9.0%
68	CCOc1cc(N)c(Br)cc1OCC	-10.9%
69	Cc1nn(-c2ccc(F)cc2)c(Oc2ccccc2)c1CCC(=O)N(C)C(C)C	-1.1%
70	COC(=O)C1=C(C(=O)OC)SC(=C(Cl)C(=S)Sc2ccccc2)S1	-31.7%
71	CCc1cccc(NC(=O)c2c(N3CCCC3=O)c3cc(C)ccc3n2C)c1	-55.9%
72	COc1ccc(NC(=O)CCn2nc(-c3ccc(C)cc3)c3ccccc3c2=O)cc1C(N)=O	7.4%
73	COc1cc2c(cc1OC)C(C[C@H]1CN(C(=O)c3ccc(F)cc3)CC[C@H]1CC(=O)O)=NCC2	i
74	Cc1cccc(C(=O)Nc2ccc(C(=O)OCc3cc(=O)n4c5c(sc4n3)CCCC5)cc2)c1	-15.1%
75	O=C(Nc1ccccn1)[C@@H]1C[C@@H](c2ccc(F)cc2)N([S+](=O)([O-])c2ccccc2)C1	1.4%[86.2 µM]

The final five compounds of the section before are carried over, then new ones follow:
cpd	SMILES	KDM5B inhibitor
71	CCc1cccc(NC(=O)c2c(N3CCCC3=O)c3cc(C)ccc3n2C)c1	-55.9%
72	COc1ccc(NC(=O)CCn2nc(-c3ccc(C)cc3)c3ccccc3c2=O)cc1C(N)=O	7.4%
73	COc1cc2c(cc1OC)C(C[C@H]1CN(C(=O)c3ccc(F)cc3)CC[C@H]1CC(=O)O)=NCC2	i
74	Cc1cccc(C(=O)Nc2ccc(C(=O)OCc3cc(=O)n4c5c(sc4n3)CCCC5)cc2)c1	-15.1%
75	O=C(Nc1ccccn1)[C@@H]1C[C@@H](c2ccc(F)cc2)N([S+](=O)([O-])c2ccccc2)C1	1.4%[86.2 µM]
76	CC(C)c1ccccc1NC(=O)/C=C/c1ccc(F)cc1	10.0%
77	CSc1ccc(/C=N/Nc2ccc(F)cc2)cc1	?
78	Cn1cnc2c1c(=O)n(CC(=O)NCc1ccccc1OC(F)F)c(=O)n2C	20.6%
79	CC(=O)Nc1cccc(-c2csc(Nc3cccc(O)c3)n2)c1	?
80	O=C(c1ccsc1)N1CCC(N(C(=O)C2CC2)C2CCOCC2)CC1	16.9%
81	O=C(O)C(c1c[nH]c2cc(F)ccc12)N1CCN(Cc2cccc3ccccc23)CC1 (stereo not given)	6.8%
82	O=C(CN1C(=O)/C(=C2\SC(=S)N(CCS(=O)(=O)O)C2=O)c2ccccc21)Nc1cccc(Br)c1	-21.0%
83	COc1cccc(C(=O)N2CC(Oc3ccc(-c4nc(-c5ccccc5)no4)cc3)C2)c1	-20.2%
84	O=C(CN1CC[C@H](N2CCOCC2)[C@H](CCCO)C1)NCc1ccccc1	23.8%
85	CC(=O)N1CCCc2cc(S(=O)(=O)N3CCC(C(=O)NCc4ccccc4)CC3)ccc21	10.3%
86	O=C(O)C1CCc2nc(N3CCN(C(=O)C4CCC4)CC3)sc2C1 (stereo not given)	-6.0%
87	Cn1nc(C2CC2)c2c(C(F)(F)F)cc(-c3ccc(Cl)c(Cl)c3)nc21	8.2%
88	Cn1cnc2cc(-c3cccc4[nH]ccc34)cc(C(=O)NCc3cccnc3)c21	?
89	CCOc1ccc(C(=O)Nc2ccc3oc(-c4cccnc4)nc3c2)cc1	5.2%&-19.0%
90	O=C(C1CCCC1)N1CCC2(CC1)C(=O)NCN2Cc1ccc(Cl)cc1	-5.7%
91	CCCC(O)(C(N)=O)c1ccccc1 (stereo not given)	-2.4%
92	O=C(CN1C(=O)COc2ccc(S(=O)(=O)N3CCCCCC3)cc21)N1CCN(c2ccccc2)CC1	?
93	O=C(NCc1cccc(F)c1)c1nc(-c2ccc(Br)o2)no1	1.8%
94	CCNC(=O)C(C)(C)Oc1nn(Cc2cccc(Cl)c2)c2ccccc12	?
95	CC(=O)N1CCCC1c1nc(C2CN(S(=O)(=O)c3cccs3)C2)no1 (stereo not given)	-12.1%
96	COCc1cc(C)nc2sc3c(c12)NCN(c1ccccc1)C3=O	-0.7%
97	Cc1ccc2oc(C(=O)Nc3ccnn3Cc3ccc(Cl)cc3)cc(=O)c2c1	4.5%
98	CCCCN(Cc1ccc(S(=O)(=O)NC)cc1)Cc1ccco1	-17.6%
99	COc1cc(NC(=O)C2=C(C)OCCS2)c(Cl)cc1C(=O)NCc1cccc(C)c1	10.3%
100	CSc1ncc(Cl)c(C(=O)Nc2ccccc2C)n1	15.1%
101	COc1cc2c(cc1OC)C(COc1ccc(F)cc1)N(C(=O)Cc1ccccc1)CC2 (stereo not given)	-11.9%
102	Cc1ccc(CNC(=O)C2CCN(S(=O)(=O)c3ccc4c(c3)oc(=O)n4C)CC2)cc1	-28.0%
103	O=C1CC2CCN([S+](=O)([O-])C3CCCC3)CC2CCN1 (stereo not given)	24.0%[149 µM]
104	CC1=C(C(=O)Nc2cccc(C)c2C)C2(CCCCC2)OC1=O	-10.1%
105	Cc1cc(C)n2c(Nc3ccc(C(C)C)cc3)c(-c3ccsc3)nc2n1	7.3%
106	Cc1nn(-c2ccc(C(F)(F)F)cc2)c(C)c1[C@@H]1C=C[C@@H](NC(=O)COc2ccccc2)C1	-19.9%
107	O=C(Nc1sc2c(c1C(=O)O)CCC2)c1cccs1	-12.1%
108	COc1ccc(C(=O)Sc2ccc(Cl)cc2)cc1	17.1%
109	COc1cc(F)cc(-c2ncc3c(n2)OCCN(c2cccc(C(F)(F)F)c2)C3=O)c1	-23.8%[86.2 µM]
110	Cc1nc(-c2cccc(F)c2)sc1CCNC(=O)C(=O)Nc1ccc2c(c1)OCCO2	-12.6%
111	COc1ccc(N2CCN(CCCNC(=O)c3cc(Nc4ccccc4OC)nc4ccccc34)CC2)cc1	?
112	O=C1NCc2ccccc2CC12CCN(Cc1ccc(Br)cn1)CC2	-5.9%[115 µM]
113	Cc1ccc(C(=O)NC(C)(C)CO)cc1	6.3%
114	Cc1ccc2oc(=O)c3cnn(CC(=O)Nc4cccc(C(F)(F)F)c4)c3c2c1	3.8%
115	CSc1ccc(CCNC(=O)C2CCCN(c3nn4cc(-c5ccc(F)cc5)nc4s3)C2)cc1 (stereo not given)	?
116	N#Cc1c(-c2ccc(Cl)cc2)cc(-c2ccc(Br)cc2)c(C#N)c1N	3.4%

Source: PubChem
